Compound activity deposited in PubChem by several laboratories.
KOR beta-arrestin-1 = kappa opioid receptor activators – cell-based, luminescence, uHTS, primary screen (AID 1777) | 280,000 compounds, 0.02% hits | one-dose activation, % at 10 µM; EC50 in µM for titrated hits | KOR beta-arrestin recruitment, luminescence; higher % means a stronger effect; in the data active = activation above about 50%, passing the limit was not always enough; note: a part of the inactive calls stands beside numbers as strong as those of hits
HIV peptide binding = cell-free HIV fusion peptide-binding blockers – biochemical, uHTS, fluorescence dequenching, primary screen (AID 1986); 290,000 compounds, 0.3% hits; cell-free peptide binding, fluorescence dequenching, 30 min; higher % means a stronger effect; inhibition, % at 20 µM; hits with a dose series show IC50 in µM; in the data active = inhibition mostly above about 52%, no sharp cut-off; inactive = mostly below about 76%; note: some results filed as inactive read as strong as hits
SV40 large T antigen = TAg ATPase/helicase activity blockers – biochemical (AID 1903); 310,000 compounds, 0.39% hits; one-dose inhibition, % at 20 µM; IC50 in µM for titrated hits; SV40 large T antigen ATPase/helicase inhibition assay; higher % means a stronger effect; in the data active = a potency from the dose series; inconclusive = inhibition mostly from about 32% at the one dose, without a potency; inactive = the rest, 99 in 100 with inhibition below about 32%; note: strong numbers were not always called active
HEK293 NOD2/NF-kB = inhibition of NOD2-driven NF-kB reporter – cell-based, luminescence, uHTS, HEK293 (AID 1566). HEK293 NOD2/NF-kB luciferase reporter, luminescence; higher % means a stronger effect. one-dose inhibition, % at 4 µM; EC50 in µM for titrated hits. 290,000 compounds, 0.63% hits; note: many of its hits are not listed in these tables
KOR beta-arrestin-2 = kappa opioid receptor blockers – cell-based, luminescence, uHTS (AID 1778); KOR beta-arrestin recruitment, luminescence, antagonist mode; higher % means a stronger effect; inhibition, % at 10 µM, or IC50 in µM where a hit was titrated; 290,000 compounds, 0.091% hits; note: strong numbers were not always called active
Rac1 GTP hydrolysis = MgcRacGAP GTPase-activating activity inhibitors, confirmation, biochemical, ADP Hunter fluorescence. MgcRacGAP-stimulated Rac1 GTP hydrolysis, ADP Hunter fluorescence; higher % means a stronger effect; GST-tagged Rac1 F28L mutant substrate. one-dose inhibition, % at 30 µM; IC50 in µM for titrated hits. 340,000 compounds, 0.6% hits;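 active = first-screen hits whose inhibition reached a set limit at any dose in the follow-up dose series; inconclusive = inhibition above the set first-screen limit but never retested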;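 note: fluorescence reports GDP produced by GAP-driven GTP hydrolysis; strong numbers were not always called active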
GPR55 antagonists = inhibition of LPI-stimulated GPR55 beta-arrestin translocation – imaging, U2OS, beta-arrestin-GFP, LPI agonist, primary screen (AID 2013); 290,000 compounds, 0.13% hits; U2OS GPR55 beta-arrestin-GFP translocation imaging, LPI antagonism; higher % means a stronger effect; inhibition, % at 10 µM, or IC50 in µM where a hit was titrated;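 active = spots per cell inhibited over 60%, with over 100 cells counted and total cytoplasm intensity under 500,000; inconclusive = wells with under 100 cells, flagged as likely toxic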;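 note: U2OS cells stably carrying GPR55 and arrestin-GFP stimulated by 5 µM LPI near EC80; imaged beta-arrestin-GFP aggregate spots per cell after agonist stimulation; plate controls were LPI-stimulated DMSO wells for no effect and DMSO wells without LPI for full effect; some results filed as inactive read as strong as hits; confirmed hits need IC50 under 10 µM and bright autofluorescent wells are also inconclusive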
GPR55 beta-arrestin = GPR55 agonists via beta-arrestin recruitment, primary screen, imaging, U2OS cells, beta-arrestin-GFP redistribution (AID 1961) | activation, % at 10 µM; hits with a dose series show EC50 in µM | U2OS GPR55 beta-arrestin-GFP redistribution imaging; higher % means a stronger effect | 290,000 compounds, 0.048% hits;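 active = activation above 40% with more than 50 cells counted in the well; inconclusive = wells holding fewer than 50 cells, flagged as toxic or sparse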;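 note: U2OS osteosarcoma cells stably expressing GPR55 and beta-arrestin-GFP; plate controls were DMSO negative control for no effect and LPI positive control for full effect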
NOD1 inhibition = inhibition of NOD1-driven NF-kB reporter – cell-based, luminescence, uHTS, primary screen (AID 1578); NOD1-driven NF-kB luciferase reporter cells, luminescence; higher % means a stronger effect; inhibition, % at 4 µM, or EC50 in µM where a hit was titrated; 290,000 compounds, 1% hits; in the data active = inhibition mostly above about 36%, no sharp cut-off; inactive = mostly below about 34%;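 note: HEK-293T reporter cells stimulated with the NOD1 agonist gamma-tri-DAP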
Starred values were filed as active, the others as inactive; ? = inconclusive; · = not tested or not shown; [ ] = dose if it differs, or a comment. Cut-off read from the data, not from the text of the source, unless noted: active = inhibition above about 50%; inactive = the rest.

Results follow in this order: KOR beta-arrestin-1 | HIV peptide binding | SV40 large T antigen | HEK293 NOD2/NF-kB | KOR beta-arrestin-2 | Rac1 GTP hydrolysis | GPR55 antagonists | GPR55 beta-arrestin | NOD1 inhibition
> COc1ccc(C2=NCc3nnc(C)n3-c3ccc(Cl)cc32)cc1Cl
    0.1% | 0.2% | 10.7% | -22.1% | -32.8% | -4.0% | -4.0% | 0.9% | -45.4%
> OCC1(CO)COC(c2cccnc2)N1 (stereo not given)
    -1.9% | 0.9% | 4.3% | -3.3% | 8.9% | 14.0% | 1.4% | -0.1% | -0.9%
> CCCC1(CCC)C(=O)NC(=Nc2ccc(C)cc2)NC1=O
    -6.1% | -0.3% | 9.8% | 7.3% | 10.9% | · | 1.6% | 0.2% | -20.6%
> COc1ccc2[nH]cc(CCNCc3cccnc3)c2c1
    -1.0% | 0.7% | 9.5% | -9.7% | -21.2% | 2.5% | 7.3% | -0.1% | -3.5%
> S=P(NC1CCCCC1)(N1CC1)N1CC1
    4.6% | -0.5% | 10.8% | 9.8% | 0.9% | 9.6% | 6.7% | 0.4% | -3.3%
> Cc1nnc2n1-c1ccc(Cl)cc1C(c1ccccc1)=NC2
    3.1% | -1.1% | 3.1% | -34.5% | 14.2% | · | 12.7% | -0.2% | -13.8%
> CCCNC(=O)c1c(N)n(Cc2ccc3c(c2)OCO3)c2nc3ccccc3nc12
    -1.2% | 1.4% | -20.3% | 4.7% | 19.8% | 6.0% | -12.6% | -0.2% | -8.3%
> CC(=O)Nc1ccccc1C(=O)OCC(=O)c1cccc2ccccc12
    2.7% | 0.2% | -5.2% | -8.9% | -20.1% | 4.1% | 3.2% | -0.1% | -8.1%
> COc1cc2c(cc1O)C[C@H]1NCCc3cc4c(c-2c31)OCO4
    -2.4% | 10.1% | ? | 14.1% | 16.2% | ? | 0.6% | 0.3% | -22.7%
> CCC(C)n1c(O)c(C(c2ccccn2)c2c(O)n(C(C)CC)c(=S)[nH]c2=O)c(=O)[nH]c1=S (stereo not given)
    -9.2% | 1.0% | 15.3% | 1.2% | 33.8% | 3.8% | -13.7% | -0.4% | -4.3%
> O=C(Nc1ccncc1)c1c(F)cccc1F
    -0.5% | 1.5% | 5.2% | 4.55µM* | 19.3% | 7.7% | -17.6% | -0.3% | 9.17µM*
> CCN(CC)P(=O)(Oc1ccccc1)Oc1ccccc1
    2.5% | -0.1% | 7.7% | -25.4% | 1.9% | 8.4% | -7.5% | -0.1% | 14.9%
> O=c1[nH]c(=S)n(-c2ccc(Cl)cc2)c(O)c1C=Nc1ccc(N2CCOCC2)cc1
    -4.6% | 101.5%* | 7.2% | 6.7% | -3.3% | 4.7% | -0.2% | 0.4% | -26.4%
> CC(C)(C)c1cc([N+](=O)[O-])cc(C(C)(C)C)c1O
    -1.7% | 0.4% | 21.7% | 48.9% | -31.9% | · | -0.9% | -0.5% | 67.8%*
> COC(=O)c1ccc(N2CCN(C)CC2)c([N+](=O)[O-])c1
    -5.5% | -0.3% | 1.8% | -28.3% | 10.7% | 3.4% | 7.6% | -0.9% | -7.2%
> CCCC/C(=N\O)c1c[nH]c2ccccc12
    2.2% | 3.3% | 16.1% | -2.7% | 10.3% | 3.1% | -11.4% | 0.3% | -15.2%
> CN1CCN(C(=O)OC2c3nccnc3C(=O)N2c2ccc(Cl)cn2)CC1 (stereo not given)
    -2.7% | 1.7% | 13.3% | 8.2% | 15.4% | · | 6.5% | -0.1% | -32.1%
> O=C(NC12CC3CC(CC(C3)C1)C2)OC1CN2CCC1CC2 (stereo not given)
    0.6% | 2.4% | 5.8% | 4.3% | 2.0% | · | -3.9% | 0.1% | -0.6%
> Cc1ccc(-c2nc(N3CCOCC3)s[n+]2-c2ccccc2)cc1
    1.0% | 2.4% | 4.8% | -82.5% | 14.2% | 9.8% | 8.3% | -0.2% | -40.8%
> C=C1C(=O)O[C@@H]2C[C@@H](C)[C@@H]3C=CC(=O)[C@@]3(C)[C@@H](O)[C@H]12
    0.9% | 0.5% | 31.6% | · | 19.1% | 20.9% | 2.64µM* | 0.7% | ·

Rewritten with bars between the fields: 3 of the compounds above.
canonical_smiles | KOR beta-arrestin-1 | HIV peptide binding | SV40 large T antigen | HEK293 NOD2/NF-kB | KOR beta-arrestin-2 | Rac1 GTP hydrolysis | GPR55 antagonists | GPR55 beta-arrestin | NOD1 inhibition
Cc1ccc(-c2nc(N3CCOCC3)s[n+]2-c2ccccc2)cc1 | 1.0% | 2.4% | 4.8% | -82.5% | 14.2% | 9.8% | 8.3% | -0.2% | -40.8%
CN1CCN(C(=O)OC2c3nccnc3C(=O)N2c2ccc(Cl)cn2)CC1 (stereo not given) | -2.7% | 1.7% | 13.3% | 8.2% | 15.4% | · | 6.5% | -0.1% | -32.1%
COc1ccc(C2=NCc3nnc(C)n3-c3ccc(Cl)cc32)cc1Cl | 0.1% | 0.2% | 10.7% | -22.1% | -32.8% | -4.0% | -4.0% | 0.9% | -45.4%

Remaining list, next part:
Results follow in this order: KOR beta-arrestin-1 | HIV peptide binding | SV40 large T antigen | HEK293 NOD2/NF-kB | KOR beta-arrestin-2 | Rac1 GTP hydrolysis | GPR55 antagonists | GPR55 beta-arrestin | NOD1 inhibition
> CC(=NCc1cccnc1)c1c(O)n(-c2ccc(C)cc2)c(=O)[nH]c1=O
    -8.9% | 1.7% | -2.2% | 10.8% | 5.1% | 2.0% | -12.4% | 0.2% | -3.9%
> Cc1c(C(=O)O)cc(-c2ccccc2)n1Cc1ccccc1
    -2.1% | 0.7% | 11.5% | 7.5% | -25.8% | · | -4.9% | -0.1% | -11.4%
> COc1ccc(-n2ncc3c(N(C)C4CCCCC4)ncnc32)cc1
    -6.2% | 0.1% | · | · | -18.4%[20 µM] | -0.9% | 13.7% | -0.1% | 7.56µM*
> C[N+](C)(C)c1ccccc1
    -3.4% | -1.5% | 12.8% | 15.3% | -11.3% | 9.7% | -11.6% | 0.6% | -40.9%
> CCOC(=O)c1sc(N=Nc2c(O)[nH]c(=O)[nH]c2=O)c(C(=O)OCC)c1C
    8.6% | -1.2% | 0.3% | -16.1% | 14.2% | · | 6.7% | -0.3% | 24.2%
> C/C(=N\N1CCCCCC1)c1c(O)n(-c2ccccc2C)c(=O)[nH]c1=O
    1.5% | 0.1% | 7.5% | 17.7% | 25.3% | 10.2% | -1.0% | 0.0% | -5.4%
> CCCCC1(CN2CCCC2=O)C(=O)NC(=O)NC1=O
    -2.7% | 0.3% | 8.0% | 3.6% | -27.9% | 6.4% | 9.5% | -0.2% | -22.0%
> O=C(Nc1ccc(Cl)cc1C(=O)c1ccccc1)c1ccco1
    1.8% | 0.9% | 10.5% | 12.3% | 16.3% | 6.9% | 23.0% | 0.5% | 5.7%
> COc1ccccc1-n1c(CNCC2CCCO2)nc2ccccc2c1=O (stereo not given)
    -4.6% | 1.5% | 6.6% | 15.8% | 6.6% | 7.1% | -10.1% | 0.1% | -1.1%
> COc1ccc(-c2[nH]ncc2CNC(C)Cc2cccc(C)n2)cc1F (stereo not given)
    -2.2% | -0.5% | 11.7% | 20.0% | -13.6% | 10.9% | -0.1% | 0.1% | -24.2%
> COc1cccc(OC)c1C1=NCC(=O)Nc2c1oc1ccc(Br)cc21
    4.4% | 3.0% | 8.0% | -17.5% | -207.3% | 6.7% | -9.7% | -0.1% | -19.2%
> O=C(Nc1cccc(C(F)(F)F)c1)c1cccn(Cc2ccc3c(c2)OC(F)(F)O3)c1=O
    0.5% | 0.2% | 7.0% | -9.8% | -23.7% | 5.0% | -29.0% | 1.5% | 35.6%
> CN1CCC(O)(c2cccs2)C(C(=O)c2cccs2)C1 (stereo not given)
    -2.1% | -0.5% | 6.5% | 8.1% | -17.3% | 7.9% | -8.0% | -0.1% | 5.7%

Entries of single compounds, quoted from the list:
`C[N+](C)(C)c1ccccc1` across the screens: KOR beta-arrestin-1 = -3.4%; HIV peptide binding = -1.5%; SV40 large T antigen = 12.8%; HEK293 NOD2/NF-kB = 15.3%; KOR beta-arrestin-2 = -11.3%; Rac1 GTP hydrolysis = 9.7%; GPR55 antagonists = -11.6%; GPR55 beta-arrestin = 0.6%; NOD1 inhibition = -40.9%
`CC(=O)Nc1ccccc1C(=O)OCC(=O)c1cccc2ccccc12` across the screens: KOR beta-arrestin-1 = 2.7%; HIV peptide binding = 0.2%; SV40 large T antigen = -5.2%; HEK293 NOD2/NF-kB = -8.9%; KOR beta-arrestin-2 = -20.1%; Rac1 GTP hydrolysis = 4.1%; GPR55 antagonists = 3.2%; GPR55 beta-arrestin = -0.1%; NOD1 inhibition = -8.1%

The list is partial (hit frequency here may not be typical).
